Compound activity (PubChem)
MPTP inh: permeability transition pore inhibition; isolated mouse mitochondria, Ca2+ swelling absorbance, 30 min; inhibition, % at 10 µM; hit rate 1.4% among 360,000; AID 602449;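 active = inhibition of 50% or more, scaled per plate between neutral and stimulator controls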;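 also: 0% = DMSO wells given calcium and 100% = 1 mM EGTA wells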
CCR6 antagonist: antagonists of human CCR6 receptor; CHO-K1 CCR6 PathHunter beta-arrestin, luminescence, CCL20-stimulated; inhibition, % at 20 µM; hit rate 0.49% among 340,000; AID 493098;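 active = compounds whose inhibition of the agonist-driven luminescence signal at 20 µM reaches about 50%, limit read from the data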;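 also: cells stimulated with CCL20 at 14 nM final; plate controls were DMSO with CCL20 for no effect and DMSO without agonist for full effect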
Target sequence (P51684 whole entry, looked up): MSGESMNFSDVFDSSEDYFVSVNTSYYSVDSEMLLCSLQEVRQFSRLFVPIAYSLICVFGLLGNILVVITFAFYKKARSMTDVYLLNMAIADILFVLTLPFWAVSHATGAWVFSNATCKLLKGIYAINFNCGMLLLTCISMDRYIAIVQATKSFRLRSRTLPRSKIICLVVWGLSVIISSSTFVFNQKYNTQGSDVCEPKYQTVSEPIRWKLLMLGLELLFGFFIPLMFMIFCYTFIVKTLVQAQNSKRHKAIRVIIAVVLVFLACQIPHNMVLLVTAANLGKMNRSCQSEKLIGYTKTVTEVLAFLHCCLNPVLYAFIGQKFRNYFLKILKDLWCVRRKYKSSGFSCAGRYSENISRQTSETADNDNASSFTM
A3A deaminase: inhibitors of human APOBEC3A DNA deaminase | P31941 | recombinant A3A, FAM/TAMRA ssDNA deamination fluorescence | inhibition, % at 20 µM | hit rate 0.41% among 330,000 | AID 493011;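 active = at least 40% inhibition at 20 µM here, with at most 30% in a related deaminase screen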;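 also: plate controls were A3A with DMSO for no effect and wells lacking A3A enzyme for full effect; some results filed as inactive read as strong as hits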
Target sequence (P31941 whole entry, looked up): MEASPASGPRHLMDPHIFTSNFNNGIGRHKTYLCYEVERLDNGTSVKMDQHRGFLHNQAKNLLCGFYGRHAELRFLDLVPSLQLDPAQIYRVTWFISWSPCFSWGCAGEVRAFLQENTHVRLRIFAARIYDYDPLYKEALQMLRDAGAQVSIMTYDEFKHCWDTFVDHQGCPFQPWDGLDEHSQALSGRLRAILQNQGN
GRIN3A LBD mod: modulates the human NR3A ligand-binding domain | Tm shift relative to glycine control, % at 25 µM | hit rate 2.5% among 340,000 | NR3A LBD differential scanning fluorimetry, Tm shift; 0% = protein alone, 100% = glycine-bound protein;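 active = melting temperature shift of at least 10% of the positive control shift, at one fixed dose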
Gli-Sufu antag: antagonists of Gli-Sufu signaling | Sufu-KO-LIGHT fibroblasts, Gli luciferase reporter luminescence | inhibition, % at 5 µM | hit rate 0.74% among 340,000 | AID 588413;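 active = inhibition above about 55%, limit read from the data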;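 also: 0% = DMSO-treated cells and 100% = wells with medium but no cells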
CXCR6 inh: inhibitors of human CXCR6 receptor. inhibition, % at 20 µM. O00574. hit rate 0.36% among 360,000. AID 602244. CHO-K1 PathHunter CXCR6 beta-arrestin, luminescence; in the data active = inhibition above about 34%, passing the limit was not always enough;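 also: antagonist mode with CXCL16 agonist at 10 nM final; 0% = 10 nM CXCL16 with DMSO and 100% = unstimulated wells without agonist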
EBI2 antag: blocks human EBI2 receptor beta-arrestin signaling | inhibition, % at 5 µM | hit rate 0.81% among 360,000 | P32249 | EBI2 beta-arrestin recruitment, luminescence, 7a,25-OHC stimulated | AID 651636; in the data active = inhibition above about 38%;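 also: enzyme fragment complementation signal reports receptor beta-arrestin coupling in cells; 0% = agonist plus DMSO wells and 100% = wells without agonist; some results beyond the cut were filed as inactive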
Target sequence (P32249 whole entry, looked up, the tested form may be a part): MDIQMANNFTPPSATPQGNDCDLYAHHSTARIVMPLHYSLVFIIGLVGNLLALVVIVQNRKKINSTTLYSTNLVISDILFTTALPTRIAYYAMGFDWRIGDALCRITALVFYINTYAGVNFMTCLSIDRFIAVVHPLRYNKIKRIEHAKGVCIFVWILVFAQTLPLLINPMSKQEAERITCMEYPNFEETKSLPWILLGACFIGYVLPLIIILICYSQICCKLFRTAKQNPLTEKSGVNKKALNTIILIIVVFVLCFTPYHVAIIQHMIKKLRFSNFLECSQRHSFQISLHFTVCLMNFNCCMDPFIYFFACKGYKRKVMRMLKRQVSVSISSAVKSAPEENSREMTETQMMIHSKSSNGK
APOBEC3G inh: inhibitors of human APOBEC3G DNA deaminase | hit rate 0.28% among 330,000 | AID 493012 | Q9HC16 | inhibition, % at 20 µM | recombinant A3G, ssDNA deamination FAM/TAMRA fluorescence;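 active = inhibition of at least 40% at 20 µM, with no more than 30% in the related APOBEC3A deaminase screen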;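 also: plate controls were DMSO wells with A3G for no effect and wells lacking A3G enzyme for full effect; some compounds called inactive have numbers as strong as hits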
* = called active by the depositor; . = no result given. Not a hit list; 5.8% or so of the library scored in one or more.

SMILES	MPTP inh	CCR6 antagonist	A3A deaminase	GRIN3A LBD mod	Gli-Sufu antag	CXCR6 inh	EBI2 antag	APOBEC3G inh
O=C(N/C=N/OCc1cccc(C(F)(F)F)c1)N1OC[C@@H]2COc3ccc4ccccc4c3[C@@H]21	3.2	8	-3	-2	7	-5	13	-5
O=C(CCS(=O)(=O)c1cccc2nsnc12)NC1CCCCC1	-1.4	7	-3	-1	-10	0	-5	-4
CCc1nnc(NC(=O)CSC(=S)N2CCOCC2)s1	-1.8	2	-2	2	1	6	-12	-6
Cc1ccc(Nc2nnc(SCc3cc(=O)n4cc(C)ccc4n3)s2)cc1	-1.4	15	0	-1	0	-6	17	-2
COc1ccc(C2N(C(=O)CN3CCCC3)CCCN2S(=O)(=O)c2ccccc2)cc1 (centres undefined)	-1.8	10	3	-1	16	-1	7	-6
CCOC(=O)C1CCCN(c2c(N3CCN(C4CCCCC4)CC3)c(=O)c2=O)C1 (centres undefined)	0.6	6	-1	2	-1	7	1	-2
CCCCSc1nc2sc3c(c2c(=O)[nH]1)CCC3	-1.6	-34	1	1	-7	1	1	-2
CONC(=O)c1cc(OCC(F)(F)F)ccc1OCC(F)(F)F	1.0	-1	0	2	2	-6	-4	-8
CN1CCN(C(CNC(=O)C(=O)Nc2ccc3c(c2)OCCO3)c2ccc(F)cc2)CC1 (centres undefined)	-0.3	-2	1	.	1	-3	-2	-9
COc1ccc(N(CC(=O)NCc2ccc(F)cc2)S(=O)(=O)c2c(C)n[nH]c2C)cc1	1.0	8	-6	0	-4	-3	0	-10
CS(=O)(=O)N1N=C(c2cccs2)CC1c1ccccc1 (centres undefined)	0.4	7	1	2	3	-9	-2	3
COc1ccc(NS(=O)(=O)c2cc(Br)cc3c2N(C(C)=O)CC3)cc1	0.0	18	-1	35*	22	0	1	-6
NC(=O)c1nsc(C(=O)N(CC(=O)NCc2ccc(F)cc2)Cc2ccco2)c1N	-0.1	-10	-2	3	-8	-3	-6	-3
CCOc1ccc(NS(=O)(=O)c2cc(C(=O)NCCN3CCOCC3)ccc2C)cc1	0.2	8	-4	-3	2	-6	-4	-3
CCc1nnc(SCc2ccc(OC)c(Br)c2)n1N	4.0	8	-1	1	0	-8	3	-6
CC(C)(C)C1(C)OC(=O)C(=Cc2ccc(OCC(=O)Nc3ccccc3)cc2)C(=O)O1 (centres undefined)	67*	-1	-2	-6	2	1	-2	11
CCCCN1CC(COC)Oc2cccc(F)c2S1(=O)=O (centres undefined)	0.3	16	.	-2	-2	2	0	.
COc1ccc(C(=O)N/C(=C\c2cn(S(=O)(=O)N(C)C)c3ccccc23)C(=O)NCCN2CCOCC2)cc1	-0.7	-9	-8	-2	-7	3	-2	-8
Cc1cccc(NC(=O)c2cc(Cl)sc2Cl)c1C	1.2	1	-2	-1	-6	3	-4	-3
O=C1CCN(Cc2ccccc2)C(=O)N1	-0.7	9	.	2	1	2	1	.
CN1C(c2ccccc2)CCOS1(=O)=O (centres undefined)	-0.1	3	-3	-2	1	7	-17	-8
CCOc1cccc2sc(N(CCCN(C)C)C(=O)c3ccc(S(=O)(=O)N(C)c4ccccc4)cc3)nc12	-4.7	14	-1	0	28	0	-5	-1
Cc1ccc(NC(=O)Cn2cnc3c(cnn3C(C)(C)C)c2=O)cc1	10	-3	5	2	-22	-3	-8	1
COC(=O)[C@H](C)NC(=O)Nc1ccccc1C(F)(F)F	0.2	-1	-4	2	0	6	-5	-7
Cc1ccc(NC(=S)NN(C)c2cc(C)nc(C)n2)cc1	1.0	-4	0	1	-6	-2	1	0
COc1ccccc1C(O)(c1ccccc1)C(CN1CCOCC1)c1ccccc1 (centres undefined)	-2.5	16	-3	-1	17	1	3	-8
O=C(CSc1nnc(COc2ccc(Cl)cc2)o1)OC1CCCCC1	0.4	-20	-4	2	-5	-22	-2	-5
COc1cc(NC(=O)C(C)Oc2ccccc2)cc(OC)c1 (centres undefined)	-0.1	2	-1	3	-10	-9	-2	-3
Cc1ccc(C(=O)NC2CC2)cc1S(=O)(=O)N1CCOCC1	0.3	4	-4	-2	-16	4	-6	-7
CN1C(=O)C(O)(CC(=O)c2ccc3c(c2)OCO3)c2ccccc21 (centres undefined)	0.0	1	-4	1	-11	2	-13	-7
CC(C)(C)c1ccccc1OCCN1CCCC1	1.2	13	-8	-1	10	6	-2	-8
S=c1[nH]cnc2sc(-c3ccccc3)cc12	1.2	-23	-2	-7	-3	-12	0	-6
OCc1ccccc1O[C@@H]1O[C@H](CO)[C@@H](O)[C@H](O)[C@H]1O	-0.1	1	-3	1	-9	-2	1	-10
CN(c1ccccc1)S(=O)(=O)c1cccc(NC(=O)Cn2cnc3ccccc3c2=O)c1	2.9	0	-4	-10	7	-7	-13	-8
CC(=O)c1cccc(NC(=O)c2oc(C)nc2C)c1	-1.8	4	-1	1	5	11	-2	-5
Cc1ccc(C(=O)N2CCN(c3ccc(NC(=O)COc4ccccc4C)cc3)CC2)cc1	-0.9	19	-3	-2	15	3	22	-6
Cc1cc(C)cc(-n2c(SC(C)C(=O)NCc3ccc4c(c3)OCO4)nc3ccccc3c2=O)c1 (centres undefined)	-0.5	8	-4	-3	6	13	-2	3
Cc1cccc(N2CCN(CC(=O)NCC3CCCCC3)CC2)c1C	2.3	17	-4	2	10	1	7	-7
Cc1cccc(N2C(=O)N3[C@H]4c5ccccc5OC[C@@H]4[C@@H](c4ccccc4)[C@@]3(C)C2=O)c1	-0.9	5	-6	-3	-9	-4	7	-7
O=C(Nc1ccon1)c1ccc(N2CCCCC2)c([N+](=O)[O-])c1	2.8	28	-1	1	-20	-4	-8	-1

Single records, as listed above. Values in the order: MPTP inh	CCR6 antagonist	A3A deaminase	GRIN3A LBD mod	Gli-Sufu antag	CXCR6 inh	EBI2 antag	APOBEC3G inh
COc1cc(NC(=O)C(C)Oc2ccccc2)cc(OC)c1 (centres undefined) is listed as -0.1	2	-1	3	-10	-9	-2	-3
Cc1cc(C)cc(-n2c(SC(C)C(=O)NCc3ccc4c(c3)OCO4)nc3ccccc3c2=O)c1 (centres undefined) is listed as -0.5	8	-4	-3	6	13	-2	3
CN(c1ccccc1)S(=O)(=O)c1cccc(NC(=O)Cn2cnc3ccccc3c2=O)c1 is listed as 2.9	0	-4	-10	7	-7	-13	-8

(more compounds)
SMILES	MPTP inh	CCR6 antagonist	A3A deaminase	GRIN3A LBD mod	Gli-Sufu antag	CXCR6 inh	EBI2 antag	APOBEC3G inh
COC(=O)c1ccc(NC(=O)CSc2nc(=O)n3cccc(C)c3n2)cc1	-0.8	-4	-1	5	0	-1	-5	-1
CC(C)(C)OC(=O)N1CCC(C(=O)N2CCOCC2)CC1	-8.0	8	-6	0	9	0	-15	-2
Cc1nnc(NC2=NCCC2)o1	-2.2	-7	0	0	2	-8	-3	1
N#C/C=C(/c1ccc(F)cc1)N1CCOCC1	-2.8	3	-1	-11	0	-1	-1	-9
CCN(/C=N/c1sc2c(c1C#N)CC(C)(C)NC2(C)C)CC	1.0	11	1	7	6	-5	-1	2
COc1ccc(CC(=O)N2N=C(C)CC2(O)c2cccnc2)cc1 (centres undefined)	-0.4	-14	1	-4	6	-8	1	-1
O=C(Nc1ccc(C(F)(F)F)cc1)c1ccccc1Br	-1.3	-3	-1	-3	-27	-3	-4	-1
Oc1ccc(/C=N/Nc2cc(N3CCOCC3)nc(N3CCOCC3)n2)cc1O	2.0	12	-1	1	23	-3	14	-5
CC(=O)NC(Cc1cnc[nH]1)C(=O)O (centres undefined)	1.6	-15	-1	1	8	-8	-3	-2
COc1ccc(C(=O)CSc2nnc(CNC(=O)c3ccccc3F)n2C)cc1OC	0.7	5	2	1	20	-4	-7	-8
CC1CN(C(=O)c2cc(-c3ccc(Cl)s3)nc3ccccc23)CC(C)O1 (centres undefined)	-1.6	20	-2	3	0	10	3	-7
Cc1ccc(N/C(CSC(N)=O)=N\S(=O)(=O)c2ccc(C)cc2)cc1	-1.0	-8	-4	-1	-19	9	-8	-3
O=C(NCCc1cn2ccccc2n1)c1ccccc1F	-2.0	5	2	0	-8	-4	-3	0
Cc1cc(C(=O)Nc2c(F)cc(F)cc2Br)c(C)o1	-0.1	-8	-1	3	-12	3	1	-1
COc1cccc(-c2nc(N3CCN(c4ccccc4)CC3)c3ccccc3n2)c1O	2.5	-19	0	0	0	7	12	-5
Cc1cn(C2CCCCO2)c(=O)nc1NO (centres undefined)	0.2	10	.	2	9	2	12	.
CCc1c(C(=O)Nc2ccncc2)csc1C	22	6	-7	-2	-5	1	-21	-7
O=C(CNC(=O)c1ccco1)OCc1ccccc1F	0.1	10	-4	-1	8	2	6	-3
O=S(=O)(Nc1cccc(Cl)c1)c1cccc(-n2cnnn2)c1	-0.5	1	-4	-5	-2	5	0	-12
C=CCN(CC=C)c1cnn(-c2nc3ccccc3[nH]2)c(=O)c1Cl	3.5	-2	0	3	-50	2	-3	-3
Cc1c(C(=O)c2ccccc2C(=O)O)sc2ccccc12	1.2	3	1	.	7	-12	-5	-4
CC(=C/c1ccco1)/C=N/NC(=O)c1ccncc1	1.6	5	3	-1	11	2	-9	0
COc1cc(C2C(C#N)=C(N)OC3=C2C(=O)CC(C)(C)C3)cc2c1OCO2 (centres undefined)	2.8	9	4	1	1	0	-2	6
Cc1ccc(C(=O)Nc2c(C)cc(C)c3cccnc23)cc1	-0.3	5	-6	0	-6	0	-1	-3
CSCC[C@H](NC(=O)c1cccc(S(=O)(=O)N2CCN(C)CC2)c1)c1nc2ccccc2[nH]1	-2.3	7	0	-2	7	-3	-3	-3
O=C(Cc1ccc(Cl)cc1)N/N=C/c1c(Cl)cccc1Cl	1.7	0	2	-2	-13	3	-9	5
COc1c2c(nc3occc13)C(CC=C(C)C)(OC)C(=O)C=C2 (centres undefined)	0.9	11	-1	0	2	-6	-11	-12
COc1ccc(F)cc1CN1CCN(C(=O)CCC(=O)Nc2nnc(C3CCCCC3)s2)CC1	-1.4	11	-1	-2	42	5	6	2

Grouped by structure, the compounds so far containing two or more sulfur atoms
SMILES	MPTP inh	CCR6 antagonist	A3A deaminase	GRIN3A LBD mod	Gli-Sufu antag	CXCR6 inh	EBI2 antag	APOBEC3G inh
O=C(CCS(=O)(=O)c1cccc2nsnc12)NC1CCCCC1	-1.4	7	-3	-1	-10	0	-5	-4
CCc1nnc(NC(=O)CSC(=S)N2CCOCC2)s1	-1.8	2	-2	2	1	6	-12	-6
Cc1ccc(Nc2nnc(SCc3cc(=O)n4cc(C)ccc4n3)s2)cc1	-1.4	15	0	-1	0	-6	17	-2
CCCCSc1nc2sc3c(c2c(=O)[nH]1)CCC3	-1.6	-34	1	1	-7	1	1	-2
CS(=O)(=O)N1N=C(c2cccs2)CC1c1ccccc1 (centres undefined)	0.4	7	1	2	3	-9	-2	3
CCOc1cccc2sc(N(CCCN(C)C)C(=O)c3ccc(S(=O)(=O)N(C)c4ccccc4)cc3)nc12	-4.7	14	-1	0	28	0	-5	-1
S=c1[nH]cnc2sc(-c3ccccc3)cc12	1.2	-23	-2	-7	-3	-12	0	-6
Cc1ccc(N/C(CSC(N)=O)=N\S(=O)(=O)c2ccc(C)cc2)cc1	-1.0	-8	-4	-1	-19	9	-8	-3
CSCC[C@H](NC(=O)c1cccc(S(=O)(=O)N2CCN(C)CC2)c1)c1nc2ccccc2[nH]1	-2.3	7	0	-2	7	-3	-3	-3
